# MgcRacGAP inhibition = MgcRacGAP GTPase-activating activity inhibitors, confirmation, biochemical, ADP Hunter fluorescence. MgcRacGAP-stimulated Rac1 GTP hydrolysis, ADP Hunter fluorescence; higher % means a stronger effect; GST-tagged Rac1 F28L mutant substrate. inhibition, % at 30 µM; hits with a dose series show IC50 in µM. 0.6% of 340,000 active. AID 624330;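 active = first-screen hits whose inhibition reached a set limit at any dose in the follow-up dose series; inconclusive = inhibition above the set first-screen limit but never retested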;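 also: fluorescence reports GDP produced by GAP-driven GTP hydrolysis; strong numbers were not always called active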
# GPR35 arrestin U2OS = GPR35 antagonists blocking zaprinast-driven arrestin recruitment, primary screen, imaging, U2OS, beta-arrestin-GFP, zaprinast agonist (AID 2058). U2OS GPR35 beta-arrestin-GFP translocation imaging, zaprinast antagonism; higher % means a stronger effect. one-dose inhibition, % at 10 µM; IC50 in µM for titrated hits. 0.052% of 290,000 active;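 active = inhibition of at least 50% with at least 30 cells and total cytoplasm GFP at most 10,000,000; inconclusive = under 30 cells or total GFP of 10,000,000 plus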
# GPR55 antagonists = inhibition of LPI-stimulated GPR55 beta-arrestin translocation – imaging, U2OS, beta-arrestin-GFP, LPI agonist, primary screen (AID 2013); one-dose inhibition, % at 10 µM; IC50 in µM for titrated hits; U2OS GPR55 beta-arrestin-GFP translocation imaging, LPI antagonism; higher % means a stronger effect; 0.13% of 290,000 active;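 active = spots per cell inhibited over 60%, with over 100 cells counted and total cytoplasm intensity under 500,000; inconclusive = wells with under 100 cells, flagged as likely toxic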;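 also: U2OS cells stably carrying GPR55 and arrestin-GFP stimulated by 5 µM LPI near EC80; imaged beta-arrestin-GFP aggregate spots per cell after agonist stimulation; plate controls were LPI-stimulated DMSO wells for no effect and DMSO wells without LPI for full effect; some results filed as inactive read as strong as hits; confirmed hits need IC50 under 10 µM and bright autofluorescent wells are also inconclusive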
# Siah-1 displacement = blockers of Siah-1 interaction with plectin peptide – biochemical, fluorescence polarization, rhodamine-plectin, uHTS, primary screen (AID 1817); Siah-1 / rhodamine-plectin peptide fluorescence polarization; higher % means a stronger effect; 0.02% of 290,000 active; displacement, % at 20 µM; hits with a dose series show IC50 in µM;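 active = displacement of at least 50% at 20 µM, with a fluorescence ratio check between 0.3 and a set limit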;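 also: plate controls were Siah plus tracer with DMSO for no effect and tracer alone without Siah for full effect; strong numbers were not always called active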
# HIV peptide binding = cell-free HIV fusion peptide-binding blockers – biochemical, uHTS, fluorescence dequenching, primary screen (AID 1986). cell-free peptide binding, fluorescence dequenching, 30 min; higher % means a stronger effect. inhibition, % at 20 µM; hits with a dose series show IC50 in µM. 0.3% of 290,000 active; in the data active = inhibition mostly above about 52%, no sharp cut-off; inactive = mostly below about 76%; also: some results filed as inactive read as strong as hits
# NTR1 ag = agonists of NTR1, primary screen, imaging, U2OS cells, beta-arrestin-GFP, high content (AID 493036); NTR1-U2OS beta-arrestin-GFP spot imaging, agonist mode; activation, % at 20 µM; 0.17% of 330,000 active;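 active = activation at or above 40% of the spot to cytoplasm intensity ratio, with at least 20 cells analyzed; inconclusive = wells under 20 cells, flagged as cytotoxic or low count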;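 also: 0% = DMSO without peptide and 100% = 100 nM NTR1 peptide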
# Target sequence (P30989 whole entry, looked up): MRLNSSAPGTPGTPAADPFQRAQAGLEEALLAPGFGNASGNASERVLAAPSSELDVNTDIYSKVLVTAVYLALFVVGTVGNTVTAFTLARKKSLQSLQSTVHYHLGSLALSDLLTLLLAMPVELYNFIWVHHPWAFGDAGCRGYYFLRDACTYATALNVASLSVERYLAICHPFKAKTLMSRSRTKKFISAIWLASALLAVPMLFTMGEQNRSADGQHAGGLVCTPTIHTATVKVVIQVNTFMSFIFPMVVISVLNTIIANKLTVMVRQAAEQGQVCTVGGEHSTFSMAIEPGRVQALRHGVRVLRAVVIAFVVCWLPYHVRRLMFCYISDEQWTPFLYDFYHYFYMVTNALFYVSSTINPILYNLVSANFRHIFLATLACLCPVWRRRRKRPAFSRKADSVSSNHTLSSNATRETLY
# LYP inhibition = inhibitors of LYP phosphatase, biochemical, fluorescence intensity, uHTS (AID 1779); recombinant LYP phosphatase, fluorescence intensity; higher % means a stronger effect; one-dose inhibition, % at 11.5 µM; IC50 in µM for titrated hits; 0.054% of 290,000 active; in the data active = inhibition above about 50%;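 also: plate controls were vehicle with enzyme for no effect and no enzyme for full effect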
# Salmonella PhoP GFP = PhoP-dependent GFP reporter repression – Salmonella Typhimurium, primary screen (AID 1863) | S. Typhimurium PhoP-regulated promoter GFP reporter, 4 h; higher % means a stronger effect | one-dose inhibition, % at 50 µM; IC50 in µM for titrated hits | 0.16% of 300,000 active;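 active = inhibition over 29.93%, a cutoff 3 SD above the screen mean, later confirmed by dose response; inconclusive = inhibition over 29.93% but no dose response follow-up; inactive = inhibition at most 29.93% or unconfirmed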;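 also: 0% = low Mg2+ inducing control and 100% = high Mg2+ repressing control; strong numbers were not always called active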
# Myeloid diff MLP = promotes myeloid progenitor differentiation | ER-HoxA9 myeloid progenitors, lysozyme-GFP differentiation, flow cytometry | calls only at 10 µM | 1% of 360,000 active;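 active = normalized GFP-positive differentiation at or above the plate's own cutoff, the solvent-only control mean plus 3 SD; inconclusive = no clear call, values can overlap the other calls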;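 also: cells exposed to compound for four days before flow analysis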
# NTR1 ag cell count 20 µM = further read-out of NTR1 ag, marked with its call; cell count; measured here: cell count, cytotoxicity flag
# Myeloid diff MLP GFP+ MAC1+ % = further read-out of Myeloid diff MLP, marked with its call; GFP+ MAC1+ double positive, %; measured here: differentiation confirmed by MAC1 staining
# * hit, by the source's call; i = inactive; ? = inconclusive; . = no result given; + = active, no number; & = joins results of further samples.
SMILES	MgcRacGAP inhibition	GPR35 arrestin U2OS	GPR55 antagonists	Siah-1 displacement	HIV peptide binding	NTR1 ag	NTR1 ag cell count 20 µM	LYP inhibition	Salmonella PhoP GFP	Myeloid diff MLP	Myeloid diff MLP GFP+ MAC1+ %
COc1ccccc1N1CCN(Cc2ccc(Br)s2)CC1	26%	-10%	6%	7%	0.2%	3.6	93	0%	-4%	i	1.0
Cc1ccccc1-n1c(O)c(C=NCCN2CCOCC2)c(=O)[nH]c1=O	5%	-10%	8%	-4%	0.8%	-1.0	44	-5%	-2%	i	0.9
COc1ccc(O)c(CN2CCCC(C(=O)c3ccccc3SC)C2)c1 (configuration not stated)	9%	27%	-13%	0%	0.1%	0.6	38	-4%	-2%	i	0.0
Cc1nc2c(-c3ccccc3)c(C)nn2c(C)c1CCC(=O)N1CCC2(CC1)OCCO2	7%	21%	0%	9%	2.1%	6.7	67	-3%	2%	i	1.1
CCCCOC(=O)C1=C(N)OC2=C(C(=O)CC(C)(C)C2)[C@]12C(=O)N(C)c1ccccc12	-1%	9%	15%	1%	-1.7%	0.3	49	-6%	-5%	i	1.1
CN1C(=O)C(Cc2ccsc2)C(=O)N(C)C1=O	5%	9%	-3%	4%	4.4%	0.6	46	-5%	3%	.	.
CCOc1ccc(N2C(=O)/C(=C/c3ccco3)C(=O)NC2=S)cc1	?	4%	2%	15%	32%	-0.1	47	-4%	11%	i	1.1
CN(Cc1ccccc1)C1CCCN(C(=O)COc2ccccc2Cl)C1 (configuration not stated)	11%	-8%	16%	9%	0.3%	1.1	75	-6%	8%	i	1.4
CC1(C)C2SCC(=O)N2CCN1CC(=O)NN (configuration not stated)	10%	11%	-4%	-2%	-0.8%	-0.7	49	-7%	.	i	0.4
COc1ccc(CCN(C)Cc2ccncc2)cc1OC	18%	-4%	0%	1%	0.0%	-0.7	59	-9%	-3%	i	6.0
CCC1C2CC3C4N(C)c5ccccc5C45CC(C2C5O)N3[C@@H]1O (some centres not stated)	12%	6%	12%	9%	1.3%	-0.5	78	-13%	9%	i	0.5
COc1cccc(N2C(=O)CC(=O)NC2=O)c1	7%	6%	0%	1%	6.1%	-0.8	81	-4%	-17%	i	0.5
COc1ccc(/C=C2/C(=O)NC(=O)N(C3CCCCC3)C2=O)cc1CSc1ccccn1	.	-4%	.	2%	3.7%	0.2	49	-7%	0%	.	.
C=CCN1C(=O)NC(=O)/C(=C/C=C/c2ccccc2)C1=O	45%	16%	10%	-3%	7.6%	.	.	-8%	1%	i	0.5
C=C(C)c1cccc(C(C)(C)NC(=O)NC2CN3CCC2CC3)c1 (configuration not stated)	4%	-1%	8%	-6%	-0.9%	-2.1	93	-2%	1%	i	1.0
CCOc1ccccc1-n1c(O)c(C=Nc2ccc(N(CC)CC)cc2)c(=O)[nH]c1=O	25%	9%	-4%	-1%	0.5%	1.0	44	-5%	-8%	i	0.6
CC(C)(C)n1cc(C(=O)c2ccc3ccccc3c2O)cn1	5%	21%	51%	-1%	-2.6%	4.1	59	-5%	1%	i	0.7
CNS(=O)(=O)c1ccc(N=Cc2c(O)n(-c3ccc(C)cc3)c(=O)[nH]c2=O)cc1	10%	-4%	2%	6%	103%	-1.5	62	0%	-7%	i	0.4
CC1=C(C(=O)OC(C)C)[C@]2(C(=O)N(CC(N)=O)c3ccccc32)C(C#N)=C(N)O1	7%	-12%	-7%	10%	0.1%	0.1	72	-5%	2%	i	1.0
Cn1cc(C(O)CN2CCCCC2)c2ccccc21 (configuration not stated)	10%	8%	-7%	-2%	-1.6%	0.2	60	-12%	-3%	i	0.4
NNc1n[nH]c(=S)n1N	-3%	10%	-6%	4%	-4.6%	-0.1	53	-11%	-1%	i	0.6
CCN(CC)C(=O)c1ccc(NC(=O)CNC(C)c2cccc3ccccc23)cc1 (configuration not stated)	9%	0%	9%	3%	0.9%	2.5	47	5%	-4%	i	0.2
N[C@@H](Cc1cc(Br)c(O)c(Br)c1)C(=O)O	.	-5%	7%	-8%	48%	-0.2	67	0%	-17%	.	.
O=C(C1CCN(S(=O)(=O)N2CCOCC2)CC1)N1CCC2(CC1)OCCO2	0%	13%	-4%	-2%	6.8%	0.5	61	-2%	11%	i	1.3
Nc1nonc1OCCCCOc1nonc1N	3%	3%	8%	7%	-1.2%	-1.8	50	7%	-6%	i	0.5
C/C(=N\N1CCCCCC1)c1c(O)n(C)c(=O)n(C)c1=O	.	-13%	8%	12%	1.9%	1.5	44	-8%	-2%	.	.
C#CCN(C)[C@H](C)Cc1ccccc1	-3%	2%	6%	14%	0.1%	0.3	61	-5%	-7%&-5%	i	1.5
COC(=O)C1=C(c2ccccc2)C[C@@H]2CC[C@H]1N2C(=O)N1CCCCC1	8%	.	.	.	.	2.4	57	.	-8%	i	2.5
COc1ccc(OCC(=O)N2CCN(C(C)C)CC2)cc1	23%	-9%	-2%	4%	3.2%	-1.0	22	-5%	3%	i	1.6
O=C1N(c2nncs2)CCN1[N+](=O)[O-]	9%	5%	8%	3%	2.0%	0.5	97	-7%	1%	i	0.1
Cc1cc(/C=C2\C(=O)NC(=O)N(C)C2=O)c(C)n1-c1ccc2c(c1)OCO2	7%	-3%	4%	-3%	1.9%	0.6	92	0%	-13%	i	0.5
O=S(=O)(c1ccc(F)cc1)N1CCCC1c1cccnc1 (configuration not stated)	6%	11%	0%	3%	-1.3%	-0.3	54	3%	-2%	i	0.5
COc1nc2ccccc2c(=O)n1-c1ccc(Cl)cc1	-2%	-12%	-10%	2%	-2.1%	5.5	56	-7%	-4%	i	0.7
CCc1ccc(NC(=O)CCNC(=O)N2C[C@H]3C[C@@H](C2)c2cccc(=O)n2C3)cc1	3%	-9%	13%	-1%	-0.5%	-0.2	76	-7%	1%	i	2.0
Cn1c(=O)n(CC(=O)N2CCC3(CC2)OCCO3)c(=O)c2ccccc21	9%	5%	-3%	-3%	2.1%	-0.1	64	-2%	9%	+	2.4*
O=C(Nc1ccc(F)cc1F)c1cccnc1Oc1cccc(C(F)(F)F)c1	-3%	-19%	-1%	0%	-1.8%	3.1	72	-2%	1%	i	0.6
Cc1nc(N2CCN(Cc3ccc4c(c3)OCO4)CC2)[nH]c(=O)c1C	8%	14%	8%	16%	1.0%	0.0	79	-9%	.	i	0.4
O=C(CN1CCCCC1)c1ccc(OC(F)F)cc1	2%	3%	4%	8%	-0.5%	3.2	50	-6%	5%	i	0.2
Cc1cc(OC(=O)N(C)C)nc2c1c(C)nn2C	.	0%	-1%	12%	0.1%	-0.4	49	-4%	-9%	i	0.6
O=C1NC(=O)N(c2ccc(F)cc2)C(=O)/C1=C/c1ccc(N2CCOCC2)cc1	25%	5%	12%	15%	3.9%	-1.9	61	-3%	2%	i	0.3
CC(=O)NC(Cc1ccc(N(CCCl)CCCl)cc1)C(=O)NCC(=O)NCC(=O)O (configuration not stated)	-2%	14%	-2%	-4%	1.8%	-0.8	48	-3%	1%	i	0.8
CCCn1ncc(CN2CCCC(C(=O)c3cccc(OC)c3)C2)c1C (configuration not stated)	5%	-1%	6%	-4%	-2.2%	0.4	34	-7%	12%	i	0.3
CC1CN2c3ccc([N+](=O)[O-])cc3CC3(C(=O)N(C)C(=O)N(C)C3=O)C2C(C)O1 (configuration not stated)	7%	5%	-3%	11%	-0.6%	-1.0	56	0%	-8%	i	0.8
O=[N+]([O-])c1cc(-c2ccc([As](=O)(O)O)cc2)ccc1[As](=O)(O)O	.	14%	6%	4%	9.7%	.	.	-5%	-4%	.	.
Cc1cccn2c(=O)c3cc(C(=O)N4CCC5(CC4)OCCO5)n(C)c3nc12	10%	6%	-24%	3%	-1.7%	-1.9	79	-17%	4%	i	1.2
O=c1c2ccccc2nc(CNCC2CCCO2)n1-c1ccc(F)cc1 (configuration not stated)	-10%	-2%	1%	6%	1.1%	1.7	50	-2%	0%	i	0.5
CCN(CC)C(=O)c1ccc(NC(=O)c2cc(S(=O)(=O)N3CCCCCC3)ccc2OC)cc1	3%	.	.	.	.	-0.2	62	.	-7%	i	0.9
CSC1=NP(=S)(SC)N(C)c2nc3n(c21)CCC3 (configuration not stated)	.	3%	13%	2%	-2.9%	0.0	56	-5%	-4%	.	.
O=C1NC(=O)N(CCc2ccc(F)cc2)C(=O)/C1=C\C=C\c1ccccc1	2%	-13%	1%	-1%	18%	.	.	3%	-5%	.	.
CCCCn1c(O)c(/C=C/C=Nc2ccccc2)c(=O)[nH]c1=O	9%	-6%	0%	1%	50%	-0.8	77	5%	-13%	i	0.9
Brc1ccc2c(c1)C(OC1CN3CCC1CC3)c1ccccc1CS2 (configuration not stated)	-3%	0%	20%	0%	-1.8%	10	42	-3%	?	i	1.7
CCOC(=O)c1c(C)[nH]c(C)c1C(=O)C(Cc1ccccc1)N(C)C (configuration not stated)	6%	3%	23%	2%	0.1%	1.1	76	-8%	-1%	i	0.5
COc1ccccc1OCCCn1cc(C=O)c2ccccc21	0%	10%	-3%	-2%	-0.8%	-0.9	43	-6%	3%	i	0.2
CCCC(=O)c1c(O)[nH]c(=O)[nH]c1=O	4%	8%	23%	7%	0.5%	0.0	56	-1%	-13%	i	0.6
COCCN1C(=O)/C(=C/c2c(OC)cc(OC)cc2OC)C(=O)N(c2ccccc2)C1=O	8%	-5%	1%	3%	25%	1.0	67	-2%	-3%	i	0.1
COc1ccc(CN2CCN(Cc3ccccc3OC)CC2)cc1	75µM*	23%	-5%	2%	3.7%	-2.0	77	-8%	17%	i	0.8
CN1C(=O)C(=Cc2ccc(OCC(=O)Nc3ccccc3)cc2)C(=O)N(C)C1=O	4%	-6%	-15%	4%	1.8%	0.1	38	0%	-6%	?	.
CNC(=O)N(C)c1ccc(C(O)(C(=O)OC)C(F)(F)F)cc1 (configuration not stated)	7%	4%	10%	0%	0.2%	0.3	54	-7%	2%	i	0.2
CCOc1ccccc1-n1c(O)c(C=Nc2c(C)n(C)n(-c3ccccc3)c2=O)c(=O)[nH]c1=O	6%	4%	-1%	-1%	-1.1%	2.1	40	-4%	2%	i	6.1

# The list is partial (hit frequency here may not be typical).
